From PubChem BioAssay
Cav32 inh = inhibitors of human Cav3.2 T-type calcium channel. Cav3.2-expressing cells, Fluo-4 calcium fluorescence FDSS; hits give low values. B-score at 10 µM. 100,000 tested, 4% active. AID 449739;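 active = single-dose well whose peak fluorescence ratio is a statistical outlier from its plate by either plate-standardised score or position-corrected B-score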
Target sequence (O95180 whole entry, looked up): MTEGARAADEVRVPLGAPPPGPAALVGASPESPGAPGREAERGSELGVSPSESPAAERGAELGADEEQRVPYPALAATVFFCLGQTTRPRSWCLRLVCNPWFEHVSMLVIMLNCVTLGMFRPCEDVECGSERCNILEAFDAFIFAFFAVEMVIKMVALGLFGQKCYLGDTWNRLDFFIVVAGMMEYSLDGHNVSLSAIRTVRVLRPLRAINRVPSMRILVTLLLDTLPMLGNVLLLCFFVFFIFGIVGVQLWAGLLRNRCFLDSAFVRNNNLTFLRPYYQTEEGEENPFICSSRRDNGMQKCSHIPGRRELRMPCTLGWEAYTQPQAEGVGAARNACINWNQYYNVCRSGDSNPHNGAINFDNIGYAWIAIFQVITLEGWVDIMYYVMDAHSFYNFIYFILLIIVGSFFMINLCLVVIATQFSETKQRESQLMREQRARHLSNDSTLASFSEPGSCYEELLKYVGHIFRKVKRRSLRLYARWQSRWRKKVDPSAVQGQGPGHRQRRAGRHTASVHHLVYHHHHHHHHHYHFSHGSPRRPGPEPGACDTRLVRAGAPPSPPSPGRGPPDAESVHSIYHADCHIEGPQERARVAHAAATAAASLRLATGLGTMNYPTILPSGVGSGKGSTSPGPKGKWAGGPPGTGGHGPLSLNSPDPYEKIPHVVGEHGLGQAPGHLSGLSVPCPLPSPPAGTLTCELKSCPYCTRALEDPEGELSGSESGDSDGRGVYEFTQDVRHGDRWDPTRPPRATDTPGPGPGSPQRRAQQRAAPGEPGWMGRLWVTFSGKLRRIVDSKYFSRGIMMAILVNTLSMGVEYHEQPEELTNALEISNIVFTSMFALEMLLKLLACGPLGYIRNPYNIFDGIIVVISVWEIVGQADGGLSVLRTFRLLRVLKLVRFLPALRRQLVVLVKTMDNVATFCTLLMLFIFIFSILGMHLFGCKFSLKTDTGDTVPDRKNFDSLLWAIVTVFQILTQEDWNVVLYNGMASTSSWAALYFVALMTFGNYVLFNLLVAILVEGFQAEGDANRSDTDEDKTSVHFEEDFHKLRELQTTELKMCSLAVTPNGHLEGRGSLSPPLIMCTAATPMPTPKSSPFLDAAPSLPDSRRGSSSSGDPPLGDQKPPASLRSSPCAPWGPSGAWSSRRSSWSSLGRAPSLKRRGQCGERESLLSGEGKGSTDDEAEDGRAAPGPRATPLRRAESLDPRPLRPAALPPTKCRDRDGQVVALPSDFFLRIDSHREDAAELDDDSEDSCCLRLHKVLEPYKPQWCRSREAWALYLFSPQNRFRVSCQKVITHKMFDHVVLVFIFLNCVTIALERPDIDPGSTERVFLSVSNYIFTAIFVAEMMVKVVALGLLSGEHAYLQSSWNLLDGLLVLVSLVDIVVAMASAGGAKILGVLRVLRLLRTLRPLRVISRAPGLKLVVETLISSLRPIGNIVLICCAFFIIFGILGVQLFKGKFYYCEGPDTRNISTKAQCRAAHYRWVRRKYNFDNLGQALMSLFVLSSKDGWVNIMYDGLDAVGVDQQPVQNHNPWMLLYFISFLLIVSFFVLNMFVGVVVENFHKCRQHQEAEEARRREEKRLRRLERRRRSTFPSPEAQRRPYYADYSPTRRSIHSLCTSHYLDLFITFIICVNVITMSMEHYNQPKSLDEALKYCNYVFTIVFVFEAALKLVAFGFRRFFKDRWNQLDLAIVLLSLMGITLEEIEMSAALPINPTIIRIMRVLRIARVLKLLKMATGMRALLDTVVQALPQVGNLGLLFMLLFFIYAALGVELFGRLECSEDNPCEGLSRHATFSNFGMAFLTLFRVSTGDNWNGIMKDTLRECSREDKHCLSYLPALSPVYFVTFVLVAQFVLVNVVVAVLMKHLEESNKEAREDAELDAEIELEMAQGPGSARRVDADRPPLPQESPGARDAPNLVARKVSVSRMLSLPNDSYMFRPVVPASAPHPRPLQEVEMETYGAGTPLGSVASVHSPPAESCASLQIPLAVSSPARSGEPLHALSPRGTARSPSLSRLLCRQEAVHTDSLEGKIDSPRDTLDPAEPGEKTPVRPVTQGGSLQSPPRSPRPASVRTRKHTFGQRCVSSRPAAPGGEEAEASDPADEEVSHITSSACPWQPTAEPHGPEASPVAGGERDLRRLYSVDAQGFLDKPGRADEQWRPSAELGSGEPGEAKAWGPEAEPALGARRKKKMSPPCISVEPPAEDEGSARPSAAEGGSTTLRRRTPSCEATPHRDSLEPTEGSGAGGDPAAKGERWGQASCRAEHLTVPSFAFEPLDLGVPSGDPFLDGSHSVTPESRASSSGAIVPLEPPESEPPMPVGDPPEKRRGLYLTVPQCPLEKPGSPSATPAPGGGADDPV
Numbers without * were called inactive. Only part of the results is shown; count on the stated rates, not on these rows.

item | compound | Cav32 inh
1 | CSc1ccccc1NC(=O)CN(c1cccc(C)c1)S(C)(=O)=O | -0.0053
2 | Cc1ccc(C(CC(=O)NCc2ccco2)c2ccccc2)c(O)c1 (stereo unspecified) | -2.4
3 | O=c1[nH]ncc(N/N=C/c2ccccc2)c1Cl | 0.71
4 | CCC(OC(=O)c1ccco1)C(=O)NCc1ccco1 (stereo unspecified) | 0.41
5 | COC(=O)Nc1cc(C)nc2ccccc12 | 1.5
6 | CN(C)S(=O)(=O)N(CC(=O)Nc1cccc(F)c1)c1ccccc1 | -1.1
7 | CC(C)(C)n1nnnc1C(c1cc2cc3c(cc2[nH]c1=O)OCCO3)N1CCSCC1 (stereo unspecified) | 1.2
8 | Clc1ccc(-c2nnc(-c3ccc(Br)cc3)c(N3CCSCC3)n2)cc1 | -1.7
9 | O=c1/c(=C/c2ccc([N+](=O)[O-])cc2)sc2n1CCCN=2 | 0.53
10 | O=C(Nc1ccc2c(c1)OCO2)c1ccncc1 | -0.23
11 | c1ccc(C2=NNC(=NC3CC3)SC2)cc1 | 0.86
12 | CCOc1ccc2nc(NC(=O)CSc3ccc(Cl)cc3)sc2c1 | -2.4
13 | CCN(CC)c1ccc(NC(=O)CN2CCN(CC(=O)Nc3ccccc3F)CC2)cc1 | 0.55
14 | CC(C)(C)NC(=O)C1CCCN(S(=O)(=O)c2cccc3cccnc23)C1 (stereo unspecified) | 0.091
15 | COc1ccc(NC(=O)CSc2nnc(-c3ccoc3C)n2CCc2ccccc2)cc1 | -2.7

item | compound | Cav32 inh
16 | CC(C)(C)NS(=O)(=O)c1ccc(-c2csnn2)s1 | 0.73
17 | Cc1ccc(NC(=O)CSCC(=O)Nc2ccc(N3CCOCC3)c(Cl)c2)cc1 | -2
18 | Cc1ccc2nc(SCC(=O)Nc3cccc([N+](=O)[O-])c3)[nH]c2c1 | -2.9
19 | O=C1CC2CS(=O)(=O)CC2N1c1ccc(Cl)cc1Cl (stereo unspecified) | 0.74
20 | Cc1cccc(CSc2nnc(-c3cccs3)n2Cc2ccco2)c1 | -5.5*
21 | CC(=O)S[C@@H]1CC2=CC(=O)CC[C@]2(C)[C@H]2CC[C@@]3(C)[C@@H](CC[C@@]34CCC(=O)O4)[C@H]12 | 0.14
22 | COC(=O)C1C(=O)c2c(n[nH]c2C)CC1(C)C (stereo unspecified) | 0.41
23 | C/C(=N\c1nc2ccccc2n1C)c1cc(Cl)ccc1O | 0.13
24 | Cc1ccc(CN(c2ccc(C(=O)N3CCCC3)cc2)S(C)(=O)=O)cc1 | 0.61
25 | CC1(C)CC(=O)C2=C(C1)OC1=C(C(=O)CC(C)(C)C1)C2c1ccc(O)cc1O | -4.7*
26 | Cc1cc(NC(=O)Nc2cccc3ccccc23)no1 | -0.32
27 | CCOC(=O)N1CCC(NC(=O)C2CCCN(Cc3nc(-c4cccc(Cl)c4)oc3C)C2)CC1 (stereo unspecified) | -2.7
28 | CC1(C)Oc2ccc(C(=O)NC3CCCC3)cc2N(CC(=O)N2CCOCC2)C1=O | 0.55
29 | O=C(CSCCc1ccccn1)Nc1cccnc1 | 0.41
30 | Cc1ccc(CSc2ncccc2C(=O)O)cc1 | -0.0071

Ordered by count of non-hydrogen atoms (smallest number first): four of the compounds above
item | compound | Cav32 inh
22 | COC(=O)C1C(=O)c2c(n[nH]c2C)CC1(C)C (stereo unspecified) | 0.41
30 | Cc1ccc(CSc2ncccc2C(=O)O)cc1 | -0.0071
19 | O=C1CC2CS(=O)(=O)CC2N1c1ccc(Cl)cc1Cl (stereo unspecified) | 0.74
28 | CC1(C)Oc2ccc(C(=O)NC3CCCC3)cc2N(CC(=O)N2CCOCC2)C1=O | 0.55

Next part
item | compound | Cav32 inh
31 | O=S(=O)(c1cc(Cl)ccc1Cl)N1CCNCC1 | 0.42
32 | C/C(=N\OC(=O)c1ccc(OC(C)C)cc1)c1ccc(C)c(C)c1 | -2.4
33 | O=C(Nc1ccccc1N1CCCC1)c1ccc2c(c1)OCO2 | -0.42
34 | CCOC(=O)C1=C(SCC(=O)Nc2ccccc2)NC(=O)C(C#N)C12CCCCC2 (stereo unspecified) | -4.1*
35 | CCOc1cc(C)c(Cl)cc1S(=O)(=O)NCc1ccco1 | -2
36 | O=C(OCC(=O)N1CCN(C(=O)c2ccco2)CC1)c1ccc(S(=O)(=O)N2CCCCC2)cc1 | 0.96
37 | CCC1CCCCN1C(=O)CSc1nnc(-c2c[nH]c3ccccc23)o1 (stereo unspecified) | -0.11
38 | COc1ccc(C2/C(=C(/O)c3ccccc3)C(=O)C(=O)N2CO)cc1 (stereo unspecified) | 0.87
39 | O=C(Nc1cccc(F)c1)NC1(C(=O)N2CCN3CCCC3C2)CCCCC1 (stereo unspecified) | 0.014
40 | COc1ccc2c(c1)C(C)=CC(C)(C)N2C(=O)Nc1ccccc1 | -2.9
41 | COc1cccc(-n2ccnc2SCC(=O)N2CCc3ccccc32)c1 | -1.2
42 | NC(=O)COc1cccc2cccnc12 | 1.2
43 | O=C(Oc1ccc(-c2nnco2)cc1)N1CCCCC1 | 1.8
44 | CCOCCCNC(=O)CCCOc1ccccc1 | 0.012
45 | O=C(c1ccc(F)cc1)N1C2CCC1CC(O)(c1ccc(F)cc1)C2 (stereo unspecified) | -0.66

item | compound | Cav32 inh
46 | Cc1ccc(C2CC(C(F)(F)F)n3nc(C(=O)NCCN4CCOCC4)cc3N2)cc1 (stereo unspecified) | 0.66
47 | COc1ccc(N/C=C/C(=O)c2ccc(Oc3ncccn3)cc2)cc1 | 0.0036
48 | O=C(NC1CCCCC1)c1cccc(Cn2cc(Cl)cn2)c1 | 0.96
49 | CCC(C)NC(=O)CSc1nc2ccccc2c(=O)n1Cc1ccc(OC)cc1 (stereo unspecified) | -0.65
50 | COCCNC(=O)Cn1cnc2c1c(=O)n(C)c(=O)n2C | -5.3*
51 | Cc1ccc(-n2ccc(=O)c(C(=O)O)n2)cc1 | 0.45
52 | Nc1nc(SCC(=O)NCc2ccco2)[nH]c(=O)c1-c1ccccc1 | 0.29
53 | CSC1=C(C#N)C(c2ccccc2C)C(C#N)=C(N)N1 (stereo unspecified) | -0.89
54 | COc1ccc(C2(C(=O)NCCN3CCOCC3)CCOCC2)cc1 | -0.66
55 | CCOC(=O)c1cnc2c(C#N)c(C)nn2c1C | -0.33
56 | O=C(Nc1ccc2nc(-c3cccnc3)[nH]c2c1)c1ccccc1F | -0.7
57 | O=C(Nc1ccc2c(c1)OCCO2)C1CCN(C(=O)c2ccc(F)cc2)CC1 | 0.58
58 | CCN1CCN(CC(O)COCc2ccccc2)CC1 (stereo unspecified) | -0.3
59 | N#Cc1c(N)sc2c1CCN(CCc1ccccc1)C2 | -0.4
60 | CCc1cccc(NC(=O)CN(C)S(=O)(=O)c2cccc3nsnc23)c1 | -1.4

item | compound | Cav32 inh
61 | CC1=C(C(=O)OC2CCCCC2)C(c2ccc(C)o2)C2=C(CC(C)(C)CC2=O)N1 (stereo unspecified) | -0.24
62 | O=C(Nc1ccc(S(=O)(=O)N2CCOCC2)cc1)c1cccs1 | 0.21
63 | Clc1ccc(OCCn2ccnc2)c2ccccc12 | 0.045
64 | COc1ccc(C[C@H]2CN3C(=NC[C@@H]3C)N2CCNC(=O)CCC2CCCCC2)cc1 | -1.2
65 | CCN(CC)c1ccc(NC(=O)c2cccnc2)c(C)c1 | 0.045
66 | NC1=NC[C@H](Cc2ccc(O)cc2)N1CC1CCCCC1 | 0.21
67 | CCC(=O)NCCc1cc2ccc(C)c(C)c2[nH]c1=O | -1.3
68 | O=S(=O)(NC1CCCCC1)c1ccc(S(=O)(=O)N2CCN3CCCC3C2)cc1 (stereo unspecified) | 0.56
69 | Cc1sc2ncnc(N3CCC(C)CC3)c2c1C | -2
70 | CCCCC1=NN(C(=O)c2cocc2C)C(O)(C(F)(F)F)C1 (stereo unspecified) | -0.23
71 | O=C(OCc1ccccn1)c1ccc(COc2ccccc2Cl)o1 | -1.2
72 | Fc1ccc(-c2nnc(CN3CCC(c4nc5ccccc5s4)CC3)o2)cc1 | -0.34
73 | CC(C)(C)OC(=O)NCCCCCc1nnc(SCC(=O)Nc2cccc(Cl)c2)o1 | -7.3*
74 | C=CCn1c(SCc2cc(=O)n3ccsc3n2)nc2scc(C3CC3)c2c1=O | -0.75
75 | O=c1[nH]c2ccc(Cl)cc2c(-c2ccccc2)c1N1CCOCC1 | -0.0065

An excerpt of these results, field by field.
45) O=C(c1ccc(F)cc1)N1C2CCC1CC(O)(c1ccc(F)cc1)C2 (stereo unspecified)
  Cav32 inh: -0.66

13) CCN(CC)c1ccc(NC(=O)CN2CCN(CC(=O)Nc3ccccc3F)CC2)cc1
  Cav32 inh: 0.55

58) CCN1CCN(CC(O)COCc2ccccc2)CC1 (stereo unspecified)
  Cav32 inh: -0.3

5) COC(=O)Nc1cc(C)nc2ccccc12
  Cav32 inh: 1.5

More records follow.
item | compound | Cav32 inh
76 | Cc1ccc2cc(CN(C(=O)C3CCCO3)C3CCCCC3)c(=O)[nH]c2c1 (stereo unspecified) | 0.59
77 | Cc1nn(CC(=O)N(C)C)c(=O)c2ccccc12 | -0.041
78 | Cc1ccc2c(CC(=O)O)coc2c1C | 0.29
79 | O=C(O)CCCCCN1C(=O)C2CCCCC2C1=O (stereo unspecified) | 0.3
80 | C[C@H](NC(=O)c1nc[nH]c1C(=O)N[C@@H](C)C(=O)OC(C)(C)C)C(=O)OC(C)(C)C | 0.28
81 | CN(CC(=O)N1CCN(c2ccccn2)CC1)S(=O)(=O)c1ccc(Br)cc1 | 0.82
82 | CC(NCc1ccc(N(C)C)cc1)C1CC2CCC1C2 (stereo unspecified) | 1.1
83 | Cc1ccc(S(=O)(=O)NC2CCCC2)cc1C | -0.076
84 | CCOc1ccccc1NC(=O)COn1nnc2ccccc21 | 0.59
85 | Cc1ccc(S(=O)(=O)NC(=O)Nc2ccc(Cl)cn2)cc1 | 1.5
86 | O=c1c2oc3ccccc3c2ncn1Cc1ccccc1Cl | -0.054
87 | Cc1nnc2n1N=CC=C(C(C)(C)C)S2 | 2
88 | CCCCC(=O)NCCc1cc2ccc(OC)cc2[nH]c1=O | -0.35
89 | COc1cc(N2C(=O)c3ccccc3C2=O)c(Cl)cc1C(=O)OCC(=O)NCc1ccco1 | 0.71
90 | Cc1cc(C)c2c(n1)nn1c(NCCOCCO)cc(C)nc21 | -0.034

item | compound | Cav32 inh
91 | CCCNC(=O)c1ccccc1C(=O)NCCC | -0.054
92 | O=C(Nc1ccc2nsnc2c1)c1ccc2c(c1)OCO2 | 0.0057
93 | O=C(NCc1ccccc1)c1onc(CSc2ccc(F)cc2)c1C(=O)NCc1ccccc1 | -2.3
94 | O=C1NC(=O)/C(=C\c2ccc(Sc3ccc(Cl)cc3)o2)N1 | 0.83
95 | CC(/C=C/c1ccccc1)=N\NC(N)=S | 0.17
96 | CCOC(=O)N1CCN(C(=O)C2CCCN(S(C)(=O)=O)C2)CC1 (stereo unspecified) | 0.17
97 | CN1C(=O)C(O)(CC(=O)c2ccc(F)cc2)c2cc(Br)ccc21 (stereo unspecified) | -0.66
98 | Cc1cc(C)cc(Nc2cc(C)nc3nc(C)nn23)c1 | 1.1
99 | Cc1cccc(OCC(O)CNC(=O)c2ccccc2C(=O)O)c1 (stereo unspecified) | 0.74
100 | O=C1C2C(c3cccc(/C=C/c4ccccc4)c3)CC=CC2C(c2ccc3ccccc3c2)N1Cc1ccccc1 (stereo unspecified) | -0.026
101 | Fc1ccc(NCc2nnc(SCc3nnc(-c4ccccc4)o3)n2CC2CCCO2)cc1 (stereo unspecified) | 0.51
102 | CCN(CC)CCCNc1nnc(C)c(=O)[nH]1 | 0.0046
103 | CCCCOc1ccc(C(=O)Nc2ccncc2)cc1 | 0.29
104 | CC(=O)c1ccc(N2CCN(c3ncc(C(F)(F)F)cc3Cl)CC2)cc1 | -0.31
105 | CCc1nnc(NC(=O)[C@@H]2CCCN2S(=O)(=O)c2ccc3c(c2)OCCO3)s1 | 0.4

item | compound | Cav32 inh
106 | CC(C)CC(=O)c1c[nH]c(C(=O)NCC2CCCO2)c1 (stereo unspecified) | 0.1
107 | CCOC(=O)N1CCN(C(=O)c2cc(Cl)c(Cl)cc2C(=O)O)CC1 | 0.04
108 | CCOC(=O)CNc1c(-c2ccc(O)cc2)nc2ccccn12 | 0.73
109 | Cn1c(=O)c2c(nc(N3CCOCC3)n2CCNC2=NCCC2)n(C)c1=O | 0.47
110 | COCc1c(Br)c(C)nc(OCC(=O)O)c1C#N | -0.37
111 | O=C1NC(c2ccccc2)(C(F)(F)F)SC2=CCCCCN12 (stereo unspecified) | -0.13
112 | Cn1c(Cc2ccccc2)nnc1SCC(=O)N1CCCCC1 | 0.42
113 | CCOC(=O)C1C(=O)OC2(CCCCC2)C1C(=O)OCC (stereo unspecified) | -2.9
114 | COc1cccc(C=NCCNC(=O)c2nonc2N)c1O | 0.76
115 | Cc1ccc(OCC(=O)NCCN2CCCC2)cc1 | -0.61
116 | O=C(c1ccc2c(c1)OCO2)N(c1ccccc1)C1C=CS(=O)(=O)C1 (stereo unspecified) | 0.0098
117 | Cc1ccc(CCN2CC(C(=O)NCCCOC(C)C)CC2=O)cc1 (stereo unspecified) | -0.48
118 | O=C(Oc1ccc(-c2ccccc2)cc1)N1CCOCC1 | 0.5
119 | Cc1cc(C(F)F)n2ncc(C(=O)NCc3ccccc3C(F)(F)F)c2n1 | -0.93
120 | CC1(C)NC(=O)N(CC(=O)OCC(=O)Nc2cccc(F)c2)C1=O | -0.3

item | compound | Cav32 inh
121 | COc1cccc(N(C(=O)c2cnccn2)C(C(=O)NC2CCCCC2)c2ccc(Cl)cc2)c1 (stereo unspecified) | -0.29
122 | O=C1C2Sc3[nH]c(=O)sc3C(c3ccccc3)C2C(=O)N1c1ccc(Cl)cc1 (stereo unspecified) | -2.5
123 | CCCn1c(SCC(=O)Nc2ccc3c(c2)OCCO3)nnc1-c1ccco1 | -0.0022
124 | O=C(c1ccc2c(c1)OCO2)N1CCC2(CC1)Oc1ccc(F)cc1C(=O)C21CC(c2cccnc2)=NO1 (stereo unspecified) | 0.039
125 | COC(=O)CCC(=O)Nc1cccc(C(=O)Nc2cccc(Cl)c2)c1 | -1.1
126 | NC(=O)C1(NC(=O)[C@@H]2CC3(CC(c4cccc(NC(=O)[C@@H]5CCC(=O)N5)c4)=NO3)CN2C(=O)Cc2ccc(Cl)cc2)CC1 (stereo partly specified) | 0.6
127 | COc1ccccc1CCN1C(=S)NC(C)(C)CC1(C)O (stereo unspecified) | 0.5
128 | O=C(Nc1ccc(Cl)cc1)NC1CCCCC1Cc1ccco1 (stereo unspecified) | -3.6
